Screens deposited in PubChem BioAssay by Sanford-Burnham Center for Chemical Genomics.
EphA4 KYL inhibition = EphA4 ligand-binding antagonists – biochemical, colorimetric, mouse EphA4, primary screen (AID 689) | EphA4-AP binding to KYL peptide, pNPP A405; higher % means a stronger effect | inhibition, % at 10 µM, or IC50 in µM where a hit was titrated | 0.1% of 62,000 active; in the data active means a potency from the dose series; inactive means the rest, 99 in 100 with inhibition below about 22%
An asterisk follows results filed as active; & = joins results of further samples.

canonical_smiles	EphA4 KYL inhibition
O=C(CCN1CCC(c2ccccc2)C1)c1cccs1 (centres undefined)	-8%
Nc1nc(OCC(F)(F)F)cc(Oc2ccccc2F)n1	8%
Cc1ccc(C2C(=O)N(C3CCCC3)CC(=O)N2CC2COc3ccccc3O2)cc1 (centres undefined)	-10%
Cc1cccc(OCc2nnc(SCC(=O)c3ccccc3)o2)c1	-11%
COc1cccc(-c2nn3c(-c4ccco4)nnc3s2)c1	3%
CCOC(=O)c1oc2cc(O)ccc2c(=O)c1-c1csc(C)n1	-6%
O=C(CSc1nc2ccccc2c(=O)n1Cc1ccco1)N1CCN(c2ccccc2)CC1	-14%
COc1ccccc1OCCOc1ccc(/C=N/N2C(=O)CSC2=S)cc1	8%
CCn1c(=O)c(C(=O)NCCCO)c(O)c2ccccc21	-6%
NC(=O)c1ccccc1NC(=O)c1cncc(Br)c1	16%
CC(=NCCc1ccccc1)C1=C(O)CCC1=O	-2%
O=C(c1cc(Cl)ccc1Cl)N1CCCCC1	-1%
CCn1ccc(C(=O)NC2=C(C#N)CCC2)n1	-1%
COc1ccc(CNC(=O)C(C)N(Cc2ccco2)C(=O)c2snc(C(N)=O)c2N)cc1 (centres undefined)	5%
Fc1ccc(C(CCCn2nnc(-c3cccnc3)n2)c2ccc(F)cc2)cc1	2%
O=C(Nc1ccccc1)C1C2CCC3C(CCC21)C3(Cl)Cl (centres undefined)	-22%
CC(C)Cn1[nH]c2c3c(ccc2c1=O)C(=O)c1ccccc1C3=O	10%
O=S(=O)(NC1CC1)c1ccc(S(=O)(=O)N2CCCc3ccccc32)cc1	-9%
CCOc1ccc(CNC(=O)CCn2c(=O)oc3ccccc32)cc1	0%
COc1cccc(-c2csc(NC(=O)Oc3ccccc3)n2)c1	-5%
CC(CCc1ccccc1)NC(=O)/C=C/c1ccccc1 (centres undefined)	-10%
Cc1cccc(NC(=O)c2ccc([N+](=O)[O-])o2)n1	-3%
CCOC(=O)c1c(C)nc(-c2ccccc2)nc1NC(=O)CC	2%
COc1ccc(N(CC(=O)NCc2ccccc2)S(=O)(=O)c2c(C)noc2C)cc1	-3%
CCCc1nc(N2CCOCC2)c2sc(=S)n(-c3ccccc3)c2n1	-2%
Cn1c(CSc2ncn[nH]2)nc2ccccc21	-10%
O=C(Nc1ccccc1[N+](=O)[O-])c1cccc(N2C(=O)CCC2=O)c1	-6%
COc1cnn(-c2ccccc2)c(=O)c1SCc1ccc(Cl)c(Cl)c1	9%
Cc1nc(SCC(=O)Nc2c(C)n(C)n(-c3ccccc3)c2=O)[nH]c(=O)c1Cc1ccccc1	-16%
CC(C)(C)c1cc(S(=O)(=O)CCc2ccccn2)cc(C(C)(C)C)c1F	-19%

Six of these compounds in a different format:
EphA4 KYL inhibition	SMILES
16%	NC(=O)c1ccccc1NC(=O)c1cncc(Br)c1
-2%	CC(=NCCc1ccccc1)C1=C(O)CCC1=O
-1%	O=C(c1cc(Cl)ccc1Cl)N1CCCCC1
-1%	CCn1ccc(C(=O)NC2=C(C#N)CCC2)n1
5%	COc1ccc(CNC(=O)C(C)N(Cc2ccco2)C(=O)c2snc(C(N)=O)c2N)cc1 (centres undefined)
2%	Fc1ccc(C(CCCn2nnc(-c3cccnc3)n2)c2ccc(F)cc2)cc1

Three compounds already listed, sorted by SMILES length, lowest first.
canonical_smiles	EphA4 KYL inhibition
Cn1c(CSc2ncn[nH]2)nc2ccccc21	-10%
COc1ccc(N(CC(=O)NCc2ccccc2)S(=O)(=O)c2c(C)noc2C)cc1	-3%
COc1ccc(CNC(=O)C(C)N(Cc2ccco2)C(=O)c2snc(C(N)=O)c2N)cc1 (centres undefined)	5%

Remaining list, next part.
canonical_smiles	EphA4 KYL inhibition
CN1CCN(c2ccc([N+](=O)[O-])cc2NC(=O)c2ccccc2)CC1	-6%
CCOC(=O)N1CCC(NC(=O)C2CCN(c3ccc(N4CCOCC4)nn3)CC2)CC1	-3%
COc1ccc(NC(=O)c2ccc(CN3CCc4ccccc4C3)cc2)c(OC)c1	1%
CC(C)CCn1c(N2CCC(C(N)=O)CC2)nc2c1c(=O)[nH]c(=O)n2C	6%
Cc1[nH]c(C)c2c(=O)n(-c3ccccc3)ncc12	-2%
Cc1nc(C(=O)Nc2ccccc2Cl)cc2c1[nH]c1ccccc12	8%
COc1ccc(C(=O)N[C@H](C(=O)NCC2CCCCC2)C(C)C)cc1	-2%
CCCNC(=O)NS(=O)(=O)c1cnccc1Sc1ccc(Cl)c(Cl)c1	1%
Cc1ccc(C(=O)Nc2ccc3oc(-c4ccc(F)cc4Cl)nc3c2)cc1[N+](=O)[O-]	2%
O=C(O)c1cc(NC(=O)c2ccccc2-c2ccccc2C(=O)O)cc(C(=O)O)c1	12%
Cc1cc(Nc2ccc(F)cc2)n2nc(C)nc2n1	-7%
COc1nc(Nc2cccc(C(F)(F)F)c2)nc(OC)n1	-7%
O=C(COc1ccc(/C=N/NS(=O)(=O)c2ccccc2)cc1)NCc1ccccc1	-1%
CCc1cc2c(=O)c(-c3cnn(-c4ccccc4)c3)coc2c(CN2CCOCC2)c1O	2%
CC1(C)CC(=O)C=C(Nc2cc(-c3ccccc3)[nH]n2)C1	2%
Cc1ccccc1C(=O)NC1CCN(Cc2nnnn2Cc2ccc(F)cc2)CC1	4%
N/C(=N\c1nc2c(c(=O)[nH]1)CCCC2)Nc1ccccc1	-18%
COc1cc2c(cc1OC)C(c1cccs1)NCC2 (centres undefined)	3%
CC1=C(C(=O)Nc2ccccc2)C(c2sccc2C)n2nnnc2N1 (centres undefined)	-2%
O=C(c1ccccc1)c1c[nH]c(C(=O)NCc2cccnc2)c1	-1%
CCCCN(Cc1ccccc1)C(=O)c1cnc2n(c1=O)CCS2	-7%
O=C(O)c1coc2ccccc12	-11%
O=C1OC(/C=C/c2ccccc2)=NC/1=C/c1ccccc1	12%
Nc1cc(=O)[nH]c(SCCNS(=O)(=O)c2ccccc2)n1	-6%
O=C(CSc1nc2ccccc2[nH]1)NCCN1CCCCC1	-3%
CCOc1ccc(-c2nn(-c3ccccc3)cc2/C=C(\C#N)S(=O)(=O)c2ccccc2)cc1C	-8%
CN1CCN(c2ccc(Cl)cc2NC(=O)c2nn(-c3ccccc3)c(=O)c3ccccc23)CC1	-8%
CCN(CC)c1ccc(C(=O)n2cnc3ccccc32)cc1	1%
COc1ccc(CN2C(=O)c3ccccc3C2C(=O)NCc2cccnc2)c(OC)c1 (centres undefined)	-15%
O=C(c1ccccc1)N1CCN(C(=O)c2cnn3c2NC(c2ccc(Br)cc2)CC3C(F)(F)F)CC1 (centres undefined)	-6%

(more compounds)
SMILES	EphA4 KYL inhibition
COC(=O)c1ccc(C(c2c(N)n(Cc3ccccc3)c(=O)n(C)c2=O)N2CCOCC2)cc1 (centres undefined)	3%
CCC(O)(CCN1CCCCC1)c1ccccc1 (centres undefined)	-8%
Nc1sc(-c2ccccc2)cc1C(=O)O	-4%
O=C1c2ccccc2C(Nc2ccc(Cl)cn2)N1Cc1ccccc1 (centres undefined)	0%
CCN(C(=O)CCN1C(=O)c2ccccc2C1=O)C1CCCCC1	0%
O=C(CN1C2=NCCCN2c2ccccc21)c1ccc(Br)s1	-12%
Cc1ccc(NC2=CC(=O)C=CC2=O)c(C)c1	20%
C=CCNc1nnc(SC2CC(=O)N(c3ccc(OC)cc3)C2=O)s1 (centres undefined)	-4%
CC1(C)CC(=O)C2=C(C1)N(Cc1ccco1)C(=O)C2(O)C(F)(F)F (centres undefined)	-12%
COC(=O)CC/C(C)=N\Nc1ccc([N+](=O)[O-])cc1[N+](=O)[O-]	-10%
CCC1CCCCN1C(=O)Cn1c(C(=O)OC)cc2ccsc21 (centres undefined)	-16%
Cc1ccc(-c2nc3cc(Cl)cc(Cl)c3o2)cc1N	8%

As a working copy, 2 of the compounds above.
SMILES	EphA4 KYL inhibition
COC(=O)c1ccc(C(c2c(N)n(Cc3ccccc3)c(=O)n(C)c2=O)N2CCOCC2)cc1 (centres undefined)	3%
CCC(O)(CCN1CCCCC1)c1ccccc1 (centres undefined)	-8%

(list continues)
SMILES	EphA4 KYL inhibition
Cc1ccc(-c2cc(-c3ccccc3O)nc(N/N=C/c3cccnc3)n2)cc1	-15%
CCOC1(NC(=O)c2ccccc2)C(C)=CC(=O)C=C1C	1%
N#Cc1nc(Cc2ccccc2)oc1N1CCN(c2ccccc2)CC1	-9%
Cc1occc1-c1nc(-c2ccccn2)no1	-13%
CCCCCCN=CC1=C(O)CC(C)(C)CC1=O	-4%
CCOC(=O)CSc1nc(N)cc(=O)[nH]1	-15%
Cc1ccccc1C(O)c1ccccn1 (centres undefined)	-12%
COc1ccc2c(c1)-c1c(ssc1=S)C(C)(C)N2C(=O)c1ccccc1OC	4%
Cn1c(=O)c(=O)n(C)c2cc(S(=O)(=O)N3CCN(C4CCCCC4)CC3)ccc21	7%
CCc1nnc(NC(=O)Cn2c(=O)oc3ccccc32)s1	-1%
C=C(C)C1CC=C(C)/C(=N/NC(=O)c2ccc(NC(=O)c3cccc(C)c3)cc2)C1 (centres undefined)	-18%
CCOC(=O)c1ccc(NC(=O)NC2CC3CCC(C2)N3Cc2nnnn2Cc2ccco2)cc1 (centres undefined)	-9%
COC(=O)C1=C(C)N(Cc2ccc(C)cc2)C(=O)/C1=C\c1ccc(O)c(OC)c1	-7%
Cc1ccc(OCCn2cc(Br)c(=O)[nH]c2=O)cc1	2%
CCN(CC)S(=O)(=O)c1cccc(-c2nnc(SCC(=O)NC)n2CCc2ccccc2)c1	-19%
COc1cc(OC)cc(C(=O)Nc2ccc(-n3cnnn3)c(C)c2)c1	-9%
O=C(NCCSc1ccccc1)c1ccco1	0%
O=C(c1cncc(Br)c1)N1CCc2ccccc2C1	6%
CCn1nc(CC(=O)Nc2nnc(CC(=O)N3CCOCC3)s2)c2ccccc2c1=O	-8%
COc1ccc(N(CC(=O)NCc2ccc3c(c2)OCO3)S(=O)(=O)c2c(C)nn(C)c2C)cc1	0%
CCCOc1ccc(C(=O)Nc2ccc(C)cc2[N+](=O)[O-])cc1	-3%
CCC(C)(C)NC(=O)Cc1ccccc1OC	-3%
COc1ccc(OC)c2[nH]c(=O)c(CCNS(=O)(=O)c3ccc(Cl)cc3)cc12	-4%
CCCNC(=O)c1c(N)n(-c2cc(OC)cc(OC)c2)c2nc3ccccc3nc12	13%
Cc1c(NS(=O)(=O)c2cc(Cl)ccc2Cl)c(=O)n(-c2ccccc2)n1C	-8%
CC(NC(=O)c1cccc(F)c1)C(c1cccs1)N1CCN(C)CC1 (centres undefined)	8%
O=C(CCN1C(=O)/C(=C/c2ccc(Cl)cc2)SC1=S)Nc1nccs1	-17%
COc1ccc(OC)c(NC(=O)COc2c(C)cc(C)cc2C)c1	-7%
N#Cc1ccc(C(c2nnnn2CCc2ccccc2)N2CCCCCC2)cc1 (centres undefined)	-6%
O=C(Nc1nc2c(s1)CCCC2)C1CCCN1C(=O)c1cccs1 (centres undefined)	-16%
Cc1ccc(N(CC(=O)NC2CCCCCC2)S(=O)(=O)c2c(C)nn(C)c2C)cc1	-5%
C/C(NC1CCCCC1)=C(/C#N)C(=O)NCCN1CCOCC1	-15%
CN(C)CCCNC(=O)CCc1nc2ccccc2c(=O)[nH]1	-3%
CN1Cc2c(N3CCOCC3)nc(SCc3ccccc3)c(C#N)c2CC1(C)C	-11%
CC(NCc1cccn1C)c1ccccc1 (centres undefined)	2%
O=C(NCc1ccccn1)c1ccc(N2CCCC2=O)cc1	-7%
C=CCc1c(O)nc(SCC(=O)c2ccccc2)[nH]c1=O	-2%
CSc1nc2c(c(=O)[nH]1)C(c1cccs1)C1=C(CCCC1=O)N2 (centres undefined)	-1%
O=C(NCc1ccccc1)NC1(C(=O)N2CCN(c3ncccn3)CC2)CCCCC1	-16%
COc1cccc(/C=N/NC(=O)c2ccc(COc3ccc(Cl)cc3Cl)o2)c1	3%
Cc1ccccc1OC(=O)Cn1c(C(F)(F)F)nc2ccccc21	-15%
O=C(OCCc1ccc(SC(=O)c2ccccc2)s1)c1ccccc1	-2%
CCOC(=O)c1c(NC(=O)C2c3ccccc3Oc3ccccc32)sc(C(=O)N(CC)CC)c1C	7%
CCOc1ccc(NC(=O)c2ccc(OC)cc2)cc1	1%
COc1cccc(NC(=O)CSc2nc3ccccc3o2)c1	18%
COC(=O)c1ccc(CSc2nncn2C)cc1	4%
O=C(COc1ccc(F)cc1)Nc1nnc(-c2ccncc2)s1	-4%
COc1ccc(-c2nnc(SC(C)C(=O)Nc3nccs3)n2Cc2ccccc2)cc1OC (centres undefined)	-15%
CCc1nc2ccccc2c(C(=O)OCC(=O)NCCCN2CCCC2=O)c1C	-19%
CC(C)COc1ccc(CNC(=S)NCc2ccccc2)cc1	0%
O=C(NC1CCCCC1)c1ccc(Br)o1	-14%
O=C(Nc1nnc(-c2ccc3c(c2)CCCC3)o1)C1COc2ccccc2O1 (centres undefined)	-4%
CCOC(=O)N1CCN(c2nc(-c3ccco3)cc(C(F)(F)F)n2)CC1	-13%
O=C1NC(=O)N(c2cccc(Br)c2)C(=O)/C1=C/c1ccc(Oc2ccc([N+](=O)[O-])cn2)cc1	-2%
O=C(c1ccc(S(=O)(=O)N2CCOCC2)cc1)N1CCCc2ccccc21	-2%&-4%
Cn1c(COc2ccccc2)nnc1SCC(=O)c1cccc([N+](=O)[O-])c1	-9%
CCC(=O)Oc1ccc2c3c(c(=O)oc2c1C)CCC3	-6%
Cc1cc2n(n1)SC(Nc1ccccc1)N2 (centres undefined)	-16%
CCOC(=O)c1cnc2c(Cl)c(Cl)ccc2c1N1CCN(C)CC1	-28%
CCOc1cc(N2CCOCC2)c(OCC)cc1NS(=O)(=O)c1ccc(Cl)s1	-2%

The results go on:
SMILES	EphA4 KYL inhibition
CN(c1ccc(OCC(=O)N2CCC(C(N)=O)CC2)cc1)S(=O)(=O)c1cccs1	-4%
COC(=O)c1ccc2c(=O)n(CCCCCC(=O)N3CCN(c4ccc(F)cc4)CC3)c(=O)[nH]c2c1	-4%
COc1ccc(Cl)cc1NC(=O)CCN1CCN(c2ccccc2C)CC1	2%
CS(=O)(=O)Cc1nc2ccccc2oc1=O	-21%
O=C(Nc1ccc(Cl)cc1)c1cc(Cl)ccc1[N+](=O)[O-]	-2%
Cc1noc(C)c1CS(=O)(=O)c1ccc(Br)cc1	-7%

These rows are one share of the data; count on the stated rates, not on these rows.
